Source: PubChem (several laboratories)
SF1 activator: SF-1 (human) activation; CHO-K1 Gal4-SF-1 LBD luciferase reporter; % increase over DMSO SF-1-specific signal; activation, % at 10 µM; 65,000 compounds, 1.9% hits;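 active = activation above the mean activation of all tested compounds plus 3 SD, cut at about 50% in these data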
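Test system: transient Gal4-SF-1 LBD reporter, CHO-K1; Amount: 4,000 CHO-K1 cells per well; Doses: 10 µM only; Timing: compound exposure 20 h at 37 °C; Signal: luciferase light emission; Read-out basis: percent activation relative to DMSO median and mock-transfected background; Control set: DMSO negative control and −SF1 background wells; Replicates: one test per compound.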
D1 allo mod: allosteric modulators of human D1 dopamine receptor; P21728; HEK293 D1, CRE-luciferase, dopamine EC30 potentiation; actives deviate in either direction; B-score at 10 µM; 58,000 compounds, 5.9% hits; AID 641;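 active = luminescence count or its row- and column-corrected plate score outside the 99.7% band of the plate's sample wells, on either side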
RORA act: activates the human nuclear receptor RORA. 65,000 compounds, 1.5% hits. CHO-K1 Gal4-RORA LBD luciferase reporter, luminescence; percent increase over mock-subtracted basal signal. P35398. activation, % at 10 µM;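 active = activation above the mean of all tested compounds plus 3 SD, cut at about 49% in these data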;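 also: 0% = DMSO-treated RORA cells and 100% = added signal equal to DMSO minus mock-transfected cells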
MKP-1 inh: human dual specificity phosphatase 1 inhibition | inhibition, %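 (compounds tested at a single concentration somewhere between 10 and 100 µM)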 | recombinant MKP-1, OMFP hydrolysis fluorescence | P28562 | AID 374 | 65,000 compounds, 0.15% hits;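 active = inhibition above about 50%, limit read from the data; inconclusive = inhibition over screen mean plus 3 SD, below that limit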;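 also: 0% = DMSO max control wells and 100% = wells with enzyme stopped by NaOH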
HER2 expr 66K: inhibitors of human Her2 kinase expression. P04626. SKBR-3 HER2 protein level, AlphaScreen, 18-24 h; stronger effect = lower value. HER2 level % of control, % at 10 µM. 65,000 compounds, 0.69% hits;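 active = HER2 level under 5% of the carrier-only control; inconclusive = no clear call, values can overlap the other calls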;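 also: 100% = DMSO carrier and 0% = 500 nM PU-H71 HSP90 inhibitor; lower value means stronger loss of Her2 protein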
FXIIa mix inh: inhibitors of human coagulation factor XIIa, pooled mixtures | 62,000 compounds, 0.2% hits | P00748 | inhibition, % at 5 µM | purified FXIIa, fluorogenic substrate; in the data active = inhibition above about 20%, passing the limit was not always enough;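 also: 0% = enzyme without compound and 100% = no enzyme blank; some results filed as inactive read as strong as hits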
Target sequence (P00748 20-372 limits assumed): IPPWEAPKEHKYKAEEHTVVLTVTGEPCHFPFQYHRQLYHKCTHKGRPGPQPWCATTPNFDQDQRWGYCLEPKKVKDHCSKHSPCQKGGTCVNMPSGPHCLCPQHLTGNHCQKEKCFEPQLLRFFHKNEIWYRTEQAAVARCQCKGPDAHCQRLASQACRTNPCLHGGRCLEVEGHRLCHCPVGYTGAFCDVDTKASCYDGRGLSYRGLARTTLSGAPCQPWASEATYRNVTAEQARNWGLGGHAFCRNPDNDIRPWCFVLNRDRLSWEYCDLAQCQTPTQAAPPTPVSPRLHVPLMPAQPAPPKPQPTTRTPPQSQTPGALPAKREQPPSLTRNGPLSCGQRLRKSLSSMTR
Target sequence (P00748 373-615 limits assumed): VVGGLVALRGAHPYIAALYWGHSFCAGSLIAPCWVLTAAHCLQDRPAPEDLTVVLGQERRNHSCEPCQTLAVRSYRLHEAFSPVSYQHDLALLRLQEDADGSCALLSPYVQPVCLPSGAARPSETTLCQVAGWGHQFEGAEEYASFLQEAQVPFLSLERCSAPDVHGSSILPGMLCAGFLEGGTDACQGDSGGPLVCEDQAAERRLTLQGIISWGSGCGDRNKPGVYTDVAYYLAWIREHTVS
Cdc25B inh: human M-phase inducer phosphatase 2 inhibition; inhibition, %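 (compounds tested at 10 µM final in the well)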; P30305; recombinant Cdc25B, OMFP fluorescence Ex485/Em525; 65,000 compounds, 0.1% hits; in the data active = inhibition above about 50%
TNAP act DEA: activates human TNAP at intermediate phosphate acceptor concentration. P05186. purified TNAP, CDP-star luminescence, 100 mM DEA, 30 min; stronger effect = higher value; scale: 0 levamisole-inhibited, 1 vehicle-only enzyme. activation factor at 20 µM. 64,000 tested, under 10 active. AID 813;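 active = activation factor of at least 2 at 20 µM, relative to controls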
Target sequence (P05186 whole entry, looked up): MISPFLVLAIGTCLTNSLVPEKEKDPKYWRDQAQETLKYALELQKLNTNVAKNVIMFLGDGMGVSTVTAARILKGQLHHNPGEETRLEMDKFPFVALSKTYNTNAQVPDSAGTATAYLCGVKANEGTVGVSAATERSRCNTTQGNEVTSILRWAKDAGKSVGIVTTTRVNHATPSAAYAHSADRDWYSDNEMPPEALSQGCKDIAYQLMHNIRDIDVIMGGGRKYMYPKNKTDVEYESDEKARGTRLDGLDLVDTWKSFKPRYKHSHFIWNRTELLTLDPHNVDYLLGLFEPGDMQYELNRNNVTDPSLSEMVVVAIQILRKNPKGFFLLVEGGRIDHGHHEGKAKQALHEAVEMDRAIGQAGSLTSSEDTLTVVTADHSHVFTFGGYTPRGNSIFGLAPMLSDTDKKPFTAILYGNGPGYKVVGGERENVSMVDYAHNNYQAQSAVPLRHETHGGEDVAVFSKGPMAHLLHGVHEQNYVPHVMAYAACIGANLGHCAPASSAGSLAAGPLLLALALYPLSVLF
Hsp90 inh: displaces geldanamycin probe from tumor Hsp90; inhibition, % at 30 µM; NCI-N417 lysate Hsp90, Cy3B-geldanamycin FP displacement; 64,000 compounds, 0.35% hits;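 active = inhibition above 50%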;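 also: 0% = tracer plus lysate wells and 100% = tracer alone without lysate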
* marks the source's active call; other numbers are inactive results; u = inconclusive; x = no result given.

SMILES	SF1 activator	D1 allo mod	RORA act	MKP-1 inh	HER2 expr 66K	FXIIa mix inh	Cdc25B inh	TNAP act DEA	Hsp90 inh
C=C(C)c1cccc(C(C)(C)NC(=O)Nc2ncccn2)c1	-4	-0.93	21	7	93	9	-8	0.9	4
COc1ccccc1NC(=O)CSC1CC(=O)N(c2ccc3c(c2)OCO3)C1=O (configuration not stated)	4	-0.015	-1	4	100	3	-9	0.8	1
CCC(C)(C)n1nnnc1C(C(C)C)N1CCN(C)CC1 (configuration not stated)	-10	-0.35	-14	-9	88	12	-7	1	0
O=S(=O)(c1cccs1)N1CCc2ccccc2C1	-12	7.9*	-8	1	94	1	-13	1	0
CCn1c(SCc2ccc(C(=O)OC)o2)nc2sc3c(c2c1=O)CCCC3	-8	0	-9	3	87	-14	9	1	-8
CC1Cn2c(nc3sc4c(c3c2=O)CCC4)N1CCO (configuration not stated)	32	0.16	0	17	85	4	7	0.8	-7
C=C(C)Cn1c(NCCC)nc2c1c(=O)n(C)c(=O)n2C	-23	0.41	6	-2	88	7	0	0.9	-1
COc1ccc(C(CC(=O)O)NC(=O)Cc2ccccc2)cc1 (configuration not stated)	-11	-0.043	1	-17	131	-1	1	0.9	2
CCOC(=O)C1CCCN(C(=O)Cn2nc(CC)n3c(cc4sccc43)c2=O)C1 (configuration not stated)	0	0.039	-13	12	100	4	1	0.4	-1
O=C(CSc1nnc(COc2ccccc2)n1Cc1ccco1)Nc1ccc2c(c1)OCCO2	2	-0.46	9	11	104	1	1	0.8	-1
N#Cc1c(NC(=O)CN2CCCCC2)sc2c1CCC2	-17	1	-6	10	80	0	-1	1	-5
COc1cc(OC)c(S(=O)(=O)NCc2ccco2)cc1S(=O)(=O)NCc1ccco1	-3	0.014	23	7	90	6	-11	0.9	-9

Reformatted: results already given.
Values run as follows: SF1 activator | D1 allo mod | RORA act | MKP-1 inh | HER2 expr 66K | FXIIa mix inh | Cdc25B inh | TNAP act DEA | Hsp90 inh
> O=S(=O)(c1cccs1)N1CCc2ccccc2C1
    -12 | 7.9* | -8 | 1 | 94 | 1 | -13 | 1 | 0
> CC1Cn2c(nc3sc4c(c3c2=O)CCC4)N1CCO (configuration not stated)
    32 | 0.16 | 0 | 17 | 85 | 4 | 7 | 0.8 | -7
> CCOC(=O)C1CCCN(C(=O)Cn2nc(CC)n3c(cc4sccc43)c2=O)C1 (configuration not stated)
    0 | 0.039 | -13 | 12 | 100 | 4 | 1 | 0.4 | -1
> COc1ccc(C(CC(=O)O)NC(=O)Cc2ccccc2)cc1 (configuration not stated)
    -11 | -0.043 | 1 | -17 | 131 | -1 | 1 | 0.9 | 2
> CCn1c(SCc2ccc(C(=O)OC)o2)nc2sc3c(c2c1=O)CCCC3
    -8 | 0 | -9 | 3 | 87 | -14 | 9 | 1 | -8

Next section.
SMILES	SF1 activator	D1 allo mod	RORA act	MKP-1 inh	HER2 expr 66K	FXIIa mix inh	Cdc25B inh	TNAP act DEA	Hsp90 inh
CCCCOC(=O)c1ccc(N2C(=O)CC(N3CCN(C/C=C/c4ccccc4)CC3)C2=O)cc1 (configuration not stated)	-6	0.71	9	11	x	-2	-7	0.9	0
COc1nc(NCc2cccnc2)nc(OC)n1	-3	2.4	-14	9	117	-16	2	0.9	-5
N#Cc1c(N)sc(=S)c2c1CCN(Cc1ccccc1)C2	10	-0.29	-3	100*	0.0*	1	102*	0.8	-3
Cc1cc(C)nc(N2C(=O)CC(C(=O)O)NC2=NCCc2c[nH]c3ccccc23)n1 (configuration not stated)	-1	-0.03	-23	-13	79	1	-10	1	4
COc1nc(Oc2ccc(=O)n(C)n2)nc(N(C)C)n1	-9	-0.26	-8	-12	86	2	3	0.9	-1
Fc1ccc(Nc2nc(N3CCOCC3)c3ccccc3n2)cc1	-19	x	-15	5	60	5	-7	1	x
CC(C)(C)C1CCc2onc(C(=O)NCc3ccc(F)cc3)c2C1 (configuration not stated)	8	2.5	32	7	96	10	-25	0.9	-5
Brc1ccc(-c2nnc(-c3ccco3)o2)cc1	22	-0.52	29	2	32	5	-6	0.9	-3
O=C(Nc1ccc2c(c1)OCO2)NC1CCN(Cc2ccccc2)CC1	13	0.47	13	0	107	4	-16	0.9	0
CCN=c1scc(-c2ccc3c(c2)NC(=O)CO3)n1N=C1CCCC1	-47	-1.4	0	25	126	-17	-8	1	-12
CCc1ccc(N(CC(=O)NC2CCCCC2)S(=O)(=O)c2c(C)noc2C)cc1	1	0.28	5	-1	103	9	-1	0.9	-1
COC(=O)c1ccc(NC(=O)CNC(=O)C2CCCCC2)cc1	-1	-0.52	12	2	122	10	-9	0.9	-4
O=C1NC(c2ccccc2)(C(F)(F)F)C(=O)N1Cc1cccnc1 (configuration not stated)	5	1	9	-5	84	4	1	0.9	-4
COc1ccc(OC)c(NC(=O)CSc2nnc(CNC(=O)COc3ccc(Cl)cc3)o2)c1	-3	1.7	-12	8	83	-5	-8	0.9	0
CSc1nnc2c(n1)OC(C)=Nc1ccccc1-2	20	0.55	-8	-10	96	2	-6	0.9	-7
CS(=O)(=O)N(CC(=O)N1CCOCC1)c1ccc2c3c(cccc13)CC2	16	1.7	-21	1	92	-11	1	1	-8
CN(Cc1ccccc1)Cc1c(F)cccc1F	-17	1.7	-20	1	158	9	-15	0.9	-1
CC1CCc2nc(N)c(C#N)c(-c3cccnc3)c2C1 (configuration not stated)	x	x	x	3	96	3	-10	0.9	x
COC(=O)c1sc(NC(C)=O)c(C(=O)OC)c1C	17	x	-18	-31	111	x	6	1	-1
COc1ccc(OC)c2c1sc(=NC(=O)C(C)(C)C)n2C	-22	-0.24	-5	6	81	2	-16	0.8	0
O=C(CN1CCN(c2ccccc2)CC1)Nc1ccc(-n2cnnn2)cc1	8	-0.39	3	5	123	-1	9	0.8	1
O=C(CN1CCCCC1)Nc1cccc(Cl)c1Cl	0	-0.036	-6	-25	81	2	-3	0.9	-4
O=C(C1=C(O)C(=O)N(CCc2ccccc2)C1c1cccnc1)c1ccco1 (configuration not stated)	5	x	-9	3	97	-4	-7	1	x
O=C1CSC(c2ccccn2)N1c1ccccc1 (configuration not stated)	14	x	-3	-6	84	-3	-5	1	-4
O=C(CSc1nc(-c2ccccc2)cc(=O)[nH]1)NCc1ccc2c(c1)OCO2	16	0.075	-14	9	78	4	-7	1	0
Cc1ccc(OCc2nnc(SCC(=O)NC3CCCCC3)n2C)cc1	-8	-0.4	-11	11	67	1	-16	1	1
COc1ccc(N2CC(C(=O)NCCc3ccc(OC)c(OC)c3)CC2=O)cc1 (configuration not stated)	-28	1.1	13	2	148	0	-17	0.9	-5
C=CCSc1nc2c(c(=O)[nH]1)C(C(C)C)C(C#N)=C(N)O2 (configuration not stated)	-6	10*	-16	1	92	5	-6	1	-3
CCCc1nc(NCc2ccco2)c(C#N)c2c1COC(C)(C)C2	-4	1.4	0	27	89	1	2	0.9	-3
CCCNS(=O)(=O)c1ccc(OCC(=O)NCc2ccco2)cc1	-13	0.44	5	1	91	6	-9	0.9	-20
COc1ccc(-c2ccc(-c3noc(C(C)C)n3)c(OC)n2)cc1	19	0.016	20	-16	76	8	-10	0.8	-5
Cc1ccc(S(=O)(=O)/N=C(/Nc2nc(C)cc(C)n2)N2CCOCC2)cc1	-17	-0.2	-8	5	112	1	-3	1	-1
O=C(NCCCCNC(=O)c1cccnc1)c1cccnc1	6	-0.045	0	7	113	-16	-7	0.9	-3
COc1cc(C2C3C(=O)N(c4ccccc4)C(=O)C3ON2c2ccccc2)ccc1O (configuration not stated)	52*	x	8	-6	66	x	20	0.9	19
Cn1c(=O)c2c(nc(NCc3cccnc3)n2Cc2cccc(C(F)(F)F)c2)n(C)c1=O	4	-0.91	32	3	77	0	-11	0.9	0
CCCC(=O)NCc1nc2ccccc2n1C	-4	0.18	-12	-8	96	12	-6	0.9	-5
COc1ccc(O)c(C(=O)c2cnc3onc(C)c3c2)c1	2	x	-1	17	78	-1	-5	x	-7
Cc1ccccc1OCC(=O)Nc1ccc2c(c1)COC2=O	-7	0.0052	-5	6	92	-5	15	0.9	-2
CCN(C(=O)CSc1nnnn1-c1cc(C)ccc1OC)C1CCS(=O)(=O)C1 (configuration not stated)	-2	0.96	18	12	112	1	-17	0.9	x
O=C(CSc1nnc(-c2cccc(S(=O)(=O)N3CCCCC3)c2)o1)NCCC1=CCCCC1	-9	0.27	12	-3	73	-13	-5	1	-3
O=C(COC(=O)CCCNC(=O)c1ccc(Cl)cc1)NC1CC1	-1	-0.037	-1	-5	118	2	-8	x	2
COc1ccccc1C(=O)Nn1cnc2ccccc2c1=O	36	-0.13	22	3	87	6	-3	1	0
CCCc1[nH]nc2c1C(c1ccncc1)C(C#N)=C(N)O2 (configuration not stated)	19	-0.78	-12	4	88	1	0	0.8	2
CCOc1nc(NCc2ccco2)nc(Nc2ccc(OC)cc2)n1	-7	4.5*	33	15	181	-4	-11	0.9	1
Cc1cc(NC(=O)c2c(-c3ccccc3Cl)noc2C)no1	3	0.055	-2	-21	92	2	7	0.9	-4
COc1ccc(N(CC(=O)Nc2nccs2)S(=O)(=O)c2c(C)nn(C)c2C)cc1	-1	0.02	-2	-2	104	-1	-13	0.9	1
Cc1nnc(SCCn2c(Br)nc3c2c(=O)n(C)c(=O)n3C)s1	1	0.022	6	-12	126	6	5	0.9	-2
COCCN1C(=O)C(=O)/C(=C(/O)c2cccc(OC)c2)C1c1ccco1 (configuration not stated)	-1	1.1	16	5	53	10	1	1	-10
CCCCCOC(=O)CSc1nnc(-c2ccccc2)c(=O)[nH]1	4	x	4	22	82	6	1	1	-3
COc1ccc(CCNC(=O)c2cc3c(=O)n4cccc(C)c4nc3n(Cc3ccncc3)c2=N)cc1	-7	0.25	-16	-8	101	2	3	0.9	-10
CN(C1CCCCC1)S(=O)(=O)c1ccc(NC(=O)c2ccc(Br)o2)cc1	1	-0.14	8	6	53	2	-13	0.9	1
CCOC(=O)Nc1ccc2c(c1)N(C(=O)CCN1CCOCC1)c1ccccc1S2=O (configuration not stated)	-12	0.34	-25	-18	18	7	0	0.9	0
Nc1nc(NC(=O)c2ccco2)nn1-c1ccccc1	29	0.015	1	4	105	2	-2	0.9	16
O=C(COC(=O)c1ccccn1)Nc1cccc(Cl)c1Cl	9	-0.35	5	43	106	8	7	0.8	-3
COc1ccc(-c2nn(C)c(=O)c3ccccc23)cc1NC(=O)Cn1nc(C)c2ccccc2c1=O	4	8.6*	-12	u	59	14	-4	1	-4
O=C(COC(=O)CCNS(=O)(=O)c1ccc2c(c1)OCCO2)NC1CCCc2ccccc21 (configuration not stated)	0	-0.3	-16	27	83	12	-10	0.9	-3
CCOC(=O)c1ccc(Nc2cc(C)nc(N3CCOCC3)n2)cc1	7	-0.36	-1	-6	92	5	2	1	-5
c1ccc(CCn2nnnc2CN2CCCc3ccccc32)cc1	21	0.18	51*	-4	77	3	19	0.9	-2
CCOC(=O)COc1ccc(S(=O)(=O)N2CCN(C(=O)OCC)CC2)cc1	-23	-0.15	-14	6	105	-14	-13	0.9	1
CCOc1ccc2[nH]c(=O)c(CN(Cc3nnnn3Cc3ccco3)C3CCCCC3)cc2c1	10	x	2	7	64	-11	-4	0.9	-2

Additional records follow:
SMILES	SF1 activator	D1 allo mod	RORA act	MKP-1 inh	HER2 expr 66K	FXIIa mix inh	Cdc25B inh	TNAP act DEA	Hsp90 inh
CCOc1cc(S(=O)(=O)NCc2cccs2)ccc1Cl	-8	0.69	-4	-3	102	-4	-5	0.8	-1
COC(=O)c1c(C)nn(-c2ccccc2)c1N	7	3.1	3	-11	102	-1	-15	0.9	0
CSc1nc(NC(C)(C)C)nc(N2CCOCC2)n1	6	15*	-13	10	67	12	-12	0.9	2
Nc1nnc(-c2cn(-c3ccccc3)nc2-c2ccccc2)o1	-10	3*	-10	3	89	8	-8	0.9	-4

Random draw from the library; 8.9% or so of the library scored in one or more.
